# Screening data deposited in PubChem BioAssay by National Center for Advancing Translational Sciences (NCATS).
# GRP78 ERSR act = ER stress response induction in glioma; U87-MG GRP78 promoter luciferase reporter, 16 h; Potency, µM, for the others: top-dose activation, hits mostly activators; 420,000 tested, 0.02% active; AID 602332; also: potency is read from the fitted curve at half-maximal effect; series mostly up to about 76 µM; % of control where 0% means no effect; nearly all actives have a fitted effect of over 35% in size
#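 Stably transfected U87-MG glioma cells carrying a GRP78-based luciferase sensor; 16 h compound incubation. Luminescence end-point read 10 min after Bright-Glo addition at room temperature.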
# Vif-A3F inh = inhibitors of Vif-A3F interaction; HeLa A3F-eYFP + Vif (tagged APOBEC3F with the HIV-1 protein that degrades it), YFP fluorescence increase; Potency, µM (doses to about 46.1 µM), without a hit: top-dose activity, negative = active; 390,000 tested, 0.2% active; AID 602313; also: potency is read from the fitted curve at half-maximal effect; % of control where 0% means no effect; nearly all actives have a fitted effect of over 65% in size
#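 Fluorescence increase (Ex 488/Em 500-530) after overnight compound treatment at 37 deg C flags inhibition of Vif-driven A3F-eYFP loss in stable HeLa A3F-eYFP/Vif cells seeded overnight beforehand.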
# D2 antag = D2 dopamine receptor (human) antagonism; 340,000 tested, 2% active; inhibition, % at 10 µM; HEK293 TREx D2 cells, calcium flux, dopamine EC80; in the data active = inhibition above about 30%; also: 0% is about no effect
#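 Calcium mobilization kinetics were recorded at 1 s intervals in tetracycline-induced HEK293 T-REx D2 cells, first for 180 s after compound addition and then 180 s after EC80 dopamine.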
# D2 agonist = agonists of human D2 dopamine receptor | P14416 | HEK293 T-REx D2 cells, calcium flux agonist mode | activation, % at 2 µM | 340,000 tested, 0.53% active | AID 485358;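 active = activation over 3 SD above normal in the single-dose calcium agonist read, cut at about 30% in these data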; also: 0% is about no effect
#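 HEK293 Trex D2 cells, tetracycline-induced, o/n 30 C 5% CO2; no-wash Ca dye, RT 30–90 min; 10-cycle baseline, 23 nl cpd added, kinetic Ca read 180 s; agonist hits = positive Ca response.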
# ERG-DNA inh = ERG Ets/DNA interaction inhibition; P11308; fluorescence polarization, His-ERG Ets domain / labelled DNA; Potency, µM (titrated, usually from 76.9 µM), for inactives: at the highest dose FP activity, negative = inhibition, hits mostly inhibitors; 370,000 tested, 0.028% active; AID 624246; active = well fitted inhibition curve with a large enough effect in the polarisation, with a control signal flat; inconclusive = small, poorly fitted or top-dose-only effect, or effect the other way, or a change in a side signal; inactive = no such curve, though single readings can be large or run the other way; the % refers to the polarisation;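 also: polarization taken with two DNA probes labelled with fluorescein and Texas red; potency is read from the fitted curve at half-maximal effect; % of control where 0% means no effect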
# Target sequence (P11308 whole entry, looked up, the tested form may be a part): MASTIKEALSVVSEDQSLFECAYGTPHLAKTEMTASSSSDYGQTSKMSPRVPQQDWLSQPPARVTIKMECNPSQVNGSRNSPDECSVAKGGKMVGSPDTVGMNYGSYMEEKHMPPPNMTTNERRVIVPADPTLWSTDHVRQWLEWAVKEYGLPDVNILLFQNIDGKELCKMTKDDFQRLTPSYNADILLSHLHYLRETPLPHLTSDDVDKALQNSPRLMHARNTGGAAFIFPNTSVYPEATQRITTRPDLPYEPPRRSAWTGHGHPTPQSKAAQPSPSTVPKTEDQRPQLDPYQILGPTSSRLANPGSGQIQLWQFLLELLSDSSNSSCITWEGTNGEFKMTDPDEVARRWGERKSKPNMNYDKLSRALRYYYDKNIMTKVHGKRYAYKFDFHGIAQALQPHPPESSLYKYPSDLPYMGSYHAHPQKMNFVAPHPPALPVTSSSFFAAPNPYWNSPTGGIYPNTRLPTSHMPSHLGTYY
#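 His-tagged ERG Ets domain (1 uM in the protein solution; 300mM KCl, 50mM Tris-HCl, 1mM EDTA, 1mM DTT, pH 7.5) received compound, then a probe mix of 5 nM fluorescein-DNA and 100nM Texas-615-DNA. Fluorescence polarization was read for both dyes.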
# LDHA block = blocks human lactate dehydrogenase A; P00338; purified LDHA, NADH/diaphorase-resazurin fluorescence; active compounds read low; activity change, % (values are at about 110 or 230 µM); 480,000 tested, 0.15% active; AID 1347041; in the data active = activity change below about -30%; inconclusive = mostly about -25% to -30%;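 also: plate controls were DMSO wells for no effect and wells without enzyme for full effect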
#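 Remaining NADH was detected by diaphorase (0.133 mg/mL) converting 37 µM resazurin to fluorescent resorufin, read at 0 and 20 minutes. The preceding 5-minute room-temperature reaction used 2 nM LDHA, 0.2 mM sodium pyruvate and 0.06 mM NADH at pH 7.4.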
# Vif-A3G inh = blocks the Vif interaction with human APOBEC3G. HeLa A3G-eYFP + Vif (tagged APOBEC3G with the HIV-1 protein that degrades it), YFP fluorescence, overnight. 410,000 tested, 0.076% active. Potency, µM (highest dose often 46.1 µM), inactives show top-dose activity, negative = active, hits mostly inhibitors;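 also: potency is read from the fitted curve at half-maximal effect; % is scaled to controls: 0 for no effect and ±100 for the full control effect; nearly all actives have a fitted effect of over 60% in size; hits raise eYFP signal because A3G escapes Vif-driven loss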
#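 Read-out is eYFP fluorescence (Ex 488/Em 500-530) from Vif-expressing HeLa A3G-eYFP cells; more signal means A3G escaped Vif-mediated degradation. Cells plated overnight, compound pinned in, incubated overnight at 37 deg C.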
# 12-LOX inh = inhibitors of human 12S-lipoxygenase ALOX12. purified 12hLO, xylenol orange hydroperoxide absorbance. Potency, µM (doses to about 108 µM), for the others: top-dose activity change, negative = inhibition, actives largely listed as inhibitors. 580,000 tested, 1.1% active; also: potency is read from the fitted curve at half-maximal effect; % is scaled to controls: 0 for no effect and ±100 for the full control effect
# Target sequence (P18054 whole entry, looked up): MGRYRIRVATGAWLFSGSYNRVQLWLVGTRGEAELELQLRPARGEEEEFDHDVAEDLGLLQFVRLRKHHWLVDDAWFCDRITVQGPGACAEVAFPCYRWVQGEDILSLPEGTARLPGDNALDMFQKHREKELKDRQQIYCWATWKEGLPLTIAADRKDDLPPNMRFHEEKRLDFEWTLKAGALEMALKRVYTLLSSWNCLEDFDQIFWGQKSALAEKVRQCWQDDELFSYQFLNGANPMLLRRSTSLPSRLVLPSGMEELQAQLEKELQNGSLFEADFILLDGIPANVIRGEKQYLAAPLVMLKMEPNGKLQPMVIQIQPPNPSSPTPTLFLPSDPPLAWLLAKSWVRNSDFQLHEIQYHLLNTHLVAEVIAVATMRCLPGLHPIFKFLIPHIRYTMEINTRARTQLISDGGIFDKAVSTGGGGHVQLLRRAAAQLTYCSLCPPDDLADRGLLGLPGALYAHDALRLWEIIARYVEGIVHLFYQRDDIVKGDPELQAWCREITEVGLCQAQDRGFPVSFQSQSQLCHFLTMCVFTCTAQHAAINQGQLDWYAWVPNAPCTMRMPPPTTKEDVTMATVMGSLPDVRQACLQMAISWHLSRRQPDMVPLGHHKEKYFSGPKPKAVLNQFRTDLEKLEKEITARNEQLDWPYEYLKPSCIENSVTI
#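 Hydroperoxide product was detected by ferrous iron/xylenol orange as the 573 to 405 nm absorbance ratio. Arachidonic acid at 40 uM (final) was turned over for 30 min at room temperature by 150 nM human 12hLO, pH 7.0 Hepes buffer, after 15 min compound preincubation.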
# RGS4 inh = blocks human RGS4-accelerated GTP hydrolysis | Potency, µM (highest dose often 114 µM), for inactives: at the highest dose activity change, negative = inhibition, actives largely listed as inhibitors | Transcreener GDP fluorescence polarization, RGS4-accelerated GTP hydrolysis | 390,000 tested, 0.039% active; also: potency is read from the fitted curve at half-maximal effect; % is scaled to controls: 0 for no effect and ±100 for the full control effect; nearly all actives have a fitted effect of over 75% in size; some results filed as inactive show a strong effect at the top dose
#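 MLSMR compounds (23 nl, pin-transferred) preincubated 10 min at room temperature with a 500nM (2x) first reagent, then RGS4 at 900nM (2x) plus Transcreener GDP mix added; fluorescence polarization (620/688 nm) read before and after 90 min at 30 °C.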
# An asterisk follows results filed as active; ? = inconclusive; . = not tested or not shown; & = joins results of further samples; [ ] = remark or other dose. Unless noted, calls follow the shape of the dose curve; as a rule, active = well fitted curve in the direction sought with a large enough effect; inconclusive = small, poorly fitted or top-dose-only effect, or another doubt; inactive = no such curve, though single readings can be large; an effect the other way counts as inactive or inconclusive. An excerpt (hit frequency here may not be typical).
SMILES,GRP78 ERSR act,Vif-A3F inh,D2 antag,D2 agonist,ERG-DNA inh,LDHA block,Vif-A3G inh,12-LOX inh,RGS4 inh
Cc1nn(-c2cccc(Cl)c2)c2nc(-c3ccncc3)cc(C(=O)N3CCOCC3)c12,-4%,-8%,-4,0.8,2%,2,-7%,1%,-19%
Cn1nc(C(F)(F)F)c(/C=N/OC(=O)c2ccccc2)c1SCc1ccc(Cl)cc1,-7%,3%,16,1.2,-3%,-6,3%,0%,7%
O=C(CC1C(=O)NCCN1CC1CCCCC1)NCc1cccc(F)c1F (stereo not drawn),-4%,-19%,-23,-0.4,3%,1,-6%,-2%,-9%
CC(Oc1ccc(Cl)cc1Cl)C(=O)Nc1ncccn1 (stereo not drawn),13%,-4%,-9,0.9,4%,-1,0%,0%,-17%
O=C(O)c1cccc(NS(=O)(=O)c2ccc(S(=O)(=O)N3CCOCC3)cc2)c1,-6%,1%,.,.,4%,-2,1%,-11%,-32%
O=C(O)CCSc1ccc([N+](=O)[O-])cc1[N+](=O)[O-],-5%,-23%,.,.,5%,1,0%,-16%,-5%
CCOC(=O)C1CCN(C(=O)c2cc3cc4ccc(OC)cc4nc3o2)CC1,-11%,0%,3,-1.1,-8%,-3,-1%,15%,-14%
CS(=O)(=O)c1ccc(Cl)c(NC(=O)CCN2C(=O)C3CC=CCC3C2=O)c1 (stereo not drawn),-3%,0%,-3,0.0,-6%,-2,-5%,489%[activator],-2%
CCOC(=O)C1CCN(C(=O)COc2ccc(Br)cc2C)CC1,-8%,7%,2,-0.3,-7%,-11,1%,-5%,-3%
CCCN(CC(=O)Nc1ccccc1C)C(=O)C1CC(=O)N(c2cccc(C)c2C)C1 (stereo not drawn),-3%,1%,4,-0.4,4%,-2,0%,-9%,-22%
CC1(C)CC(=O)c2c(O)cc(OCc3ccc(Br)cc3)cc2O1,2%,-11%,8,0.7,-5%,2,2%,11%,-16%
O=S1(=O)N[C@H](c2ccccc2)C[C@H](c2ccc(C(F)(F)F)cc2)O1,-7%,-2%,-2,-0.9,-10%,2,2%,-3%,-6%
c1ccc(N2CCN(c3nnc(Cc4cccnc4)c4ccccc34)CC2)nc1,-3%,-2%,11,0.7,-2%,0,-8%,5%,-30%
COc1cccc(NC(=O)c2cc(=O)c3ccccc3o2)c1,-3%,-3%,1,0.1,-12%,-12&1,3%,?,18%
CN(C)S(=O)(=O)c1ccc(C(=O)Nc2nnc(SCc3cccc4ccccc34)s2)cc1,-5%,?,26,1.2,-1%,0,-15%,21%,-45%
COc1ccc(C(=O)/C=C/c2cn(CC(O)CN3CCN(C)CC3)c3ccccc23)cc1OC (stereo not drawn),3%,?,-2,3.2,-11%,-3,-29%,?,?
O=C(/C(=C/c1ccc(Cl)cc1)c1nc2ccccc2[nH]1)c1ccccc1,-13%,-11%,10,0.9,-2%,-20,?,-1%,-6%
Cn1c(CSCCOc2ccccc2)n[nH]c1=S,-2%,2%,-7,-2.6,6%,-4,-1%,?,-17%
Cn1nc([N+](=O)[O-])nc1Oc1ccccc1C(=O)N1CCOCC1,-1%,8%,-11,-0.9,6%,4,4%,27%,10%
Cc1ccc(SCCC(=O)N/N=C/c2cccnc2)cc1,-2%,2%,-4,-0.1,-12%,-10,0%,10%,11%
O=C(O)CCCC(=O)Nc1ccccc1Oc1ccccc1,-1%,7%,2,0.6,1%,-5,-3%,454%[activator],-22%
c1ccc2cc(C3CCCCC3)ncc2c1,-2%,0%,.,.,9%,3,0%,-8%,-2%
Cc1ccccc1Oc1ccc2c(c1)[C@@H]1C[C@H](N(C)C(=O)c3ccco3)[C@H]([C@H](C)O)C(=O)N1CC2,3%,3%,.,.,.,2,0%,?,.
O=c1cc(-c2ccccc2Cl)c2c([nH]1)CCC2,-4%,-2%,5,-0.6,-10%,12,-6%,?,-7%
O=C(c1ccccc1Cl)N1c2ncnn2C2(CCCCC2)[C@@H]2CCCC[C@@H]21,-3%,2%,.,-1.8,4%,-2,0%,?,17%
CCOc1ccc(CN2C(=O)c3ccccc3Sc3ccc(C(=O)NCc4ccc(C)cc4)cc32)cc1,0%,-6%,.,0.4,2%,-14,-4%,-29%,-11%
COc1ccc(COc2ccccc2C(=O)NCc2ccccc2)cc1F,1%,1%,41*,-0.7,-4%,-5,-3%,-6%,-23%
COc1cc2c(cc1OC)n(CC(=O)c1ccc(F)cc1)c(=O)n1nc(CCn3nc(C)cc3C)nc21,-3%,-6%,.,.,6%,2,5%,-23%,-1%
NC(=O)COC(=O)C12CC3CC(CC(O)(C3)C1)C2,2%,6%,3,0.7,0%,-5,-2%,-3%,?
CCCCN(CCCC)CCNC(=O)CNC(=O)c1cccs1,-3%,-1%,7,0.0,2%,0,2%,6%,1%

# Four entries drawn at random from the list so far, as already listed:
SMILES,GRP78 ERSR act,Vif-A3F inh,D2 antag,D2 agonist,ERG-DNA inh,LDHA block,Vif-A3G inh,12-LOX inh,RGS4 inh
O=C(CC1C(=O)NCCN1CC1CCCCC1)NCc1cccc(F)c1F (stereo not drawn),-4%,-19%,-23,-0.4,3%,1,-6%,-2%,-9%
CC1(C)CC(=O)c2c(O)cc(OCc3ccc(Br)cc3)cc2O1,2%,-11%,8,0.7,-5%,2,2%,11%,-16%
O=C(O)CCSc1ccc([N+](=O)[O-])cc1[N+](=O)[O-],-5%,-23%,.,.,5%,1,0%,-16%,-5%
O=C(O)c1cccc(NS(=O)(=O)c2ccc(S(=O)(=O)N3CCOCC3)cc2)c1,-6%,1%,.,.,4%,-2,1%,-11%,-32%

# Further results follow:
SMILES,GRP78 ERSR act,Vif-A3F inh,D2 antag,D2 agonist,ERG-DNA inh,LDHA block,Vif-A3G inh,12-LOX inh,RGS4 inh
CCC(=O)Nc1nc2ccc(NC(=O)COc3ccccc3)cc2s1,-6%,-8%,-7,0.0,-5%,-1,-5%,.,-26%
Cc1ccc(-n2cc(-c3ccccc3)c3c(NN4CCOCC4)ncnc32)cc1,0%,-7%,6,11,10%,0,-1%,20%,-7%
CSc1ccc(CCNC(=O)C2CCN(c3ncnc4c3nc3n4CCCCC3)CC2)cc1,-4%,3%,.,-1.5,0%,-6,8%,-5%,21%
Cc1c(N=C2SC(CC(=O)Nc3ccccc3)C(=O)N2CCN2CCOCC2)c(=O)n(-c2ccccc2)n1C (stereo not drawn),1%,-5%,-4,-3.0,-2%,-7,0%,-1%,-22%
O=C(Cc1ccc(Cl)cc1)NNC(=O)C(=O)NC1CCCCC1,-3%,-8%,.,.,-19%,-9,8%,-5%,-8%
CCN(CC)S(=O)(=O)c1ccc(C(=O)NCCSc2c[nH]c3ccccc23)cc1,2%,2%,-5,0.5,5%,-3,-5%,-11%,-25%
CCc1c(O)nc(SCC(=O)Nc2ccc(Cl)cc2)n(-c2ccccc2)c1=O,2%,-16%,.,.,.,-6,-14%,-15%,.
Cc1csc(NC(=O)CN2C(=O)COc3ccc(Cl)cc32)n1,-2%,-4%,-3,-1.5,7%,-1,-1%,-17%,1%
Cc1ccc(NC2CC(=O)N(CCc3ccccc3)C2=O)cc1 (stereo not drawn),1%,-8%,0,0.5,0%,2,2%,-5%,7%
CCOc1ccc(Nc2nc(C)cc(C)c2C#N)cc1,-2%,1%,-7,0.3,.,-3,3%,8%,-32%
Cc1cc(NC2=CC(=O)C(=O)c3ccccc32)no1,9%,13%,.,.,-4%,36,-14%,40µM*,-49%
Cn1c(CCc2ccccc2)n[nH]c1=S,-4%,-6%,-13,-0.2,7%,-2,1%,-5%,24%
CSCCC(NC(=O)c1ccco1)C(=O)N1CCN(c2ccccc2O)CC1 (stereo not drawn),-5%,6%,-3,0.0,2%,4,2%,?,7%
Cc1ccc(CNC(=O)CSc2ncc3c(n2)-c2ccc(Cl)cc2N(Cc2ccccc2)S3(=O)=O)cc1,-4%,6%,.,.,-1%,4,1%,-3%,-6%
CCOC(=O)c1ccc(NC(=O)CSc2ccc3ccccc3n2)cc1,1%,-10%,.,0.0,-3%,-1,2%,-10%,1%
CC1(C)C(=O)CC[C@]2(C)C3C(=O)C=C4[C@H]5C[C@@](C)(C(=O)O)CC[C@]5(C)CC[C@]4(C)[C@]3(C)CC[C@@H]12 (stereo partly drawn),-4%,9%,20,0.2,-14%,-4,4%,-2%,-11%
CSc1nnc(C)c(=O)n1COC(=O)COc1ccc(Cl)cc1Cl,-1%,-7%,10,-0.3,-3%,-1,0%,0%,2%
CCOc1cccc2sc(=NC(=O)c3ccco3)n(CC(=O)OC)c12,-2%,?,-14,-1.4,11%,-8,-7%,-11%,0%
CN(C(=O)c1cc2c(Cl)nc3ccccc3c2s1)c1cccc(C(F)(F)F)c1,-2%,1%,.,0.5,-6%,-6,1%,-12%,1%
COc1ccccc1CNS(=O)(=O)c1cnc(N)nc1,2%,-1%,.,1.1,6%,-6,-3%,-21%,7%
CCn1cc(C(=O)NCCCOC(C)C)c2cc(OC)c(OC)cc2c1=O,-4%,1%,1,0.0,18%,9,-4%,-2%,15%
CCc1cccc(C)c1NC(=O)Cn1ccn(-c2ccc(F)cc2)c(=O)c1=O,-1%,-4%,.,1.2,5%,-3,-4%,-12%,-15%
Cc1ccc2nc(SCc3nnc(-c4ccccc4Br)o3)[nH]c2c1,1%,-15%,3,-0.6,-6%,0,-8%,0%,-45%
CCOC(=O)c1c(NC(=O)CSc2nnnn2C)sc(C)c1C,-3%,-3%,4,-0.3,-2%,-3,-2%,-5%,-9%
